Bioassay records deposited in PubChem BioAssay by National Center for Advancing Translational Sciences (NCATS).
Abeta rescue: restores growth of yeast expressing A-beta42 peptide. actives 0.063% (n = 410,000). Potency, µM (doses to about 46.1 µM), inactives show at the top dose growth rescue, most hits filed as activators. AID 1347071. yeast expressing A-beta42, growth rescue, OD600, 48 h; response scale: 0% DMSO, 100% iron-clioquinol control; further: potency means the concentration at half of the fitted maximal effect; nearly all actives have a fitted effect of over 55% in size
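Growth rescue measured by 600 nm absorbance after 48 h yeast culture at 30 C with compound. Values normalized between DMSO and an equimolar ferric chloride plus clioquinol control.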
DRD3 antagonist: blocks the human D3 dopamine receptor | D3R cells, DiscoveRx beta-arrestin luminescence, antagonist mode; active compounds read low | AID 652054 | P35462 | max response, negative = inhibition, % | actives 2.5% (n = 360,000); in the data active means max response below about -50%; inconclusive means no clear call, values can overlap the other calls; further: on the % scale 0 is the no-effect control and ±100 the full control effect; mostly tested at two doses, the higher about 12 µM
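Cells plated overnight at 1500 cells/well, then exposed to library compounds with dopamine controls for 90 minutes at 37 degrees C. DiscoveRx reagent added for 30–60 minutes at room temperature; luminescence read, quantitative HTS format.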
EPAC2 ag: activates human EPAC2 exchange factor | Q8WZA2 | EPAC2 activation, biochemical qHTS; response scale: 100% = 6.5 mM cAMP response | Potency, µM (doses to about 154 µM), for the others: at the top dose activation, most hits filed as activators | actives 0.079% (n = 360,000); further: potency means the concentration at half of the fitted maximal effect; nearly all actives have a fitted effect of over 50% in size
Target sequence (Q8WZA2 whole entry, looked up): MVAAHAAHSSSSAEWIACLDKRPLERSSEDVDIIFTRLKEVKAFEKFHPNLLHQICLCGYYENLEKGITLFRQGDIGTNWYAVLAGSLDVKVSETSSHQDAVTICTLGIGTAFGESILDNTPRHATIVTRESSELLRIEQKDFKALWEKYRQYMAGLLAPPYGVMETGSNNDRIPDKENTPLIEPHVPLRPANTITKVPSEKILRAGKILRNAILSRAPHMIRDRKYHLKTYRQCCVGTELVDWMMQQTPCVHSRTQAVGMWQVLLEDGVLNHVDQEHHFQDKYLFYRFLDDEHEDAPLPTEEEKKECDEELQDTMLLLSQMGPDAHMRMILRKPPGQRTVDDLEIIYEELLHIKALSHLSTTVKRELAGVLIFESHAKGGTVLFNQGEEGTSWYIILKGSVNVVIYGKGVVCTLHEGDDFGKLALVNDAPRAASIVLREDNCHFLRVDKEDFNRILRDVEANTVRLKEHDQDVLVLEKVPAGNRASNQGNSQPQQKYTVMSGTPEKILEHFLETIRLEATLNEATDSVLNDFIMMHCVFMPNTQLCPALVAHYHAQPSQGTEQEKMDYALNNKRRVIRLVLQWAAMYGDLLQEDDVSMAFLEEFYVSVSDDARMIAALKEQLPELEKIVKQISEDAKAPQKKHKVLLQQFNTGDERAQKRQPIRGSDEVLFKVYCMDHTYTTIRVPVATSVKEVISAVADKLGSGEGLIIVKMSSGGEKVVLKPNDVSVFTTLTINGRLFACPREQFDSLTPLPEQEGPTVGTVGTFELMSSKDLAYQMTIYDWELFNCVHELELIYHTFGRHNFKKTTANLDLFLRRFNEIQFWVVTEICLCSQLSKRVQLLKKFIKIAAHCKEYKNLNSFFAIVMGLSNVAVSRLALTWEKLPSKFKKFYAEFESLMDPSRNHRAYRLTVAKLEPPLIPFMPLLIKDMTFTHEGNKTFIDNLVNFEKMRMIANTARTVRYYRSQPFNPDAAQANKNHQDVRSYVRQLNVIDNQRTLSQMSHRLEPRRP
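Each well held 100 nM EPAC2, 250 nM RAP1B-BODIPY-GDP and 50 uM GDP. Fluorescence, read at 5-min intervals to 30 min, was referenced to a 6.5 mM cAMP positive control.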
FUS suppressor: FUS proteinopathy suppression in yeast; AID 1347120; Potency, µM (titrated, usually from 76.6 µM), without a hit: top-dose growth rescue (activation), actives largely listed as activators; S. cerevisiae FUS-expressing, growth rescue, OD600, 24 h; actives 0.24% (n = 390,000);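 further: potency means the concentration at half of the fitted maximal effect; plate controls were DMSO vehicle for no effect and reference control for full effect; nearly all actives have a fitted effect of over 55% in size; some results filed as inactive show a strong effect at the top dose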
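Absorbance at 600 nm, taken 24hr after compound addition, measured rescue of FUS-yeast growth at 30C. Induction used 2% galactose with seeding at OD 0.005. Controls: CP55940 from 92uM final, DMSO only.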
D3 ag: agonists of human D3 dopamine receptor | max activation, % | P35462 | D3R DiscoveRx beta-arrestin cells, luminescence, 90 min | actives 0.58% (n = 410,000); in the data active means max activation above about 30%; further: 0% is about no effect; mostly tested at two doses, the higher about 12 µM
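Agonist mode: compounds and dopamine controls were applied to plated cells for 90 min at 37 degrees C after an overnight attachment at 1500 cells/well. Luminescent read-out followed 30 - 60 minutes at room temperature with DiscoveRx detection reagent.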
aSyn yeast inh: rescues yeast growth from alpha-synuclein toxicity; Yeast expressing alpha-synuclein, growth rescue, BacTiter-Glo, 24 h; Potency, µM (doses to about 46.1 µM), for inactives: top-dose growth rescue (activation), usual class: activators; actives 0.14% (n = 370,000); AID 652106; further: potency means the concentration at half of the fitted maximal effect; % of control where 0% means no effect; nearly all actives have a fitted effect of over 65% in size
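Readout is rescue of growth in alpha-synuclein-expressing yeast, so inhibitors of toxicity appear as activators. Growth after 24 hr at 30 deg C in galactose medium is quantified by luminescence.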
EPAC2 antagonist: antagonists of human EPAC2; Q8WZA2; EPAC2 GEF exchange of Rap1B-BODIPY-GDP, fluorescence; Potency, µM (series often up to 114 µM), without a hit: top-dose activity, negative = inhibition, most hits filed as inhibitors; actives 0.18% (n = 360,000); AID 720708; further: potency means the concentration at half of the fitted maximal effect; on the % scale 0 is the no-effect control and ±100 the full control effect; nearly all actives have a fitted effect of over 45% in size; many of its hits are not listed in these tables
TDP-43 yeast inh: inhibitors of TDP-43 toxicity in yeast | TDP-43 expressing yeast growth rescue, BacTiter-Glo, 24 h | Potency, µM (series often up to 46.1 µM), for the others: top-dose growth rescue (activation), actives largely listed as activators | actives 1.8% (n = 410,000) | AID 652104; further: potency means the concentration at half of the fitted maximal effect; % of control where 0% means no effect; nearly all actives have a fitted effect of over 50% in size
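Yeast expressing TDP-43 (pregrown in raffinose, seeded at OD600=0.02 in galactose medium) exposed to compounds 24 hr at 30 deg C. Growth read by BacTiter-Glo luminescence; rescue of toxicity appears as increased signal.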
Starred values were filed as active, the others as inactive; [ ] = dose if it differs, or a comment. Unless noted, the call rests on the fitted dose curve; in most records, active means well fitted curve in the direction sought with a large enough effect; inconclusive means small, poorly fitted or top-dose-only effect, or another doubt; inactive means no such curve, though single readings can be large; an effect the other way counts as inactive or inconclusive. Only part of the results is shown (hit frequency here may not be typical).

O=C(Nc1cccc(Cl)c1)c1cc(-c2ccco2)on1 was read as Abeta rescue -9%, DRD3 antagonist -23, EPAC2 ag 6%, FUS suppressor 4%, D3 ag -18, aSyn yeast inh 6%, EPAC2 antagonist -2% and TDP-43 yeast inh -6%.
CCCCNC(=S)Nc1cc([N+](=O)[O-])ccc1C was read as Abeta rescue 15%, DRD3 antagonist -1, EPAC2 ag -7%, FUS suppressor -12%, D3 ag -1, aSyn yeast inh -8%, EPAC2 antagonist -3% and TDP-43 yeast inh 0%.
COc1cc2ccc(CC(=O)O)cc2cc1OC was read as EPAC2 ag 5%, FUS suppressor -7%, EPAC2 antagonist 5%[57.1 µM] and TDP-43 yeast inh 18%.
Cc1ccc(-n2c(C(C)n3nc(C)c([N+](=O)[O-])c3C)n[nH]c2=S)cc1 (stereo not given) was read as Abeta rescue 12%, DRD3 antagonist 19, EPAC2 ag -4%, FUS suppressor 14%, D3 ag -3, aSyn yeast inh -4%, EPAC2 antagonist -1% and TDP-43 yeast inh 23%.
Screening CCC1=Nc2cc(C(=O)NCCCN3CCN(C)CC3)ccc2Sc2ccccc21 returned Abeta rescue 3%, DRD3 antagonist 1, EPAC2 ag 2%, FUS suppressor 4%, D3 ag -9, aSyn yeast inh 7%, EPAC2 antagonist 17% and TDP-43 yeast inh 8%.
`O=C(c1cc(S(=O)(=O)N2CCOCC2)ccc1F)N1CCN(Cc2ccccc2)CC1` gave Abeta rescue 1%, DRD3 antagonist -5, EPAC2 ag 6%, FUS suppressor -3%, D3 ag 14, aSyn yeast inh -10%, EPAC2 antagonist 11% and TDP-43 yeast inh -18%.
For Cc1ccc(C2=C/C(=C/c3cccnc3)C(=O)O2)c(C)c1 the results were Abeta rescue 11%, DRD3 antagonist 13, EPAC2 ag -2%, FUS suppressor -8%, D3 ag 2, aSyn yeast inh 3%, EPAC2 antagonist 2% and TDP-43 yeast inh -2%.
Screening Cc1ccc(S(=O)(=O)N2CCN(Cc3ccsc3)CC2)cc1 returned Abeta rescue 9%, DRD3 antagonist 3, EPAC2 ag 4%, FUS suppressor -5%, D3 ag 3, aSyn yeast inh -1%, EPAC2 antagonist -7% and TDP-43 yeast inh 22%.
`COCCn1c(SCC(=O)c2c[nH]c3ccccc23)nnc1-c1ccncc1` gave Abeta rescue -2%, DRD3 antagonist 12, EPAC2 ag -8%, FUS suppressor 11%, D3 ag 12, aSyn yeast inh 0%, EPAC2 antagonist 10% and TDP-43 yeast inh 9%.
For CCOC(=O)[C@H]1[C@H]2COc3ccc(Br)cc3[C@@H]2N2C(=O)CN(Cc3ccc(C)cc3)C(=O)[C@@]12C the results were Abeta rescue 24%, DRD3 antagonist -14, EPAC2 ag inconclusive, FUS suppressor inconclusive, D3 ag -2, aSyn yeast inh 20%, EPAC2 antagonist 3% and TDP-43 yeast inh inconclusive.
`COc1ccc(OCC(=O)Nc2ccc3c(c2)nc(CCn2ccccc2=O)n3C)cc1` gave Abeta rescue 7%, DRD3 antagonist 9, EPAC2 ag -2%, FUS suppressor 11%, D3 ag 14, aSyn yeast inh -8%, EPAC2 antagonist -2% and TDP-43 yeast inh 7%.
`COc1ccc(CCn2nnnc2C(CC(C)C)N2CCN(c3ncccn3)CC2)cc1OC` (stereo not given) gave Abeta rescue 5%, DRD3 antagonist -20, EPAC2 ag -8%, FUS suppressor 6%, D3 ag -3, aSyn yeast inh 2%, EPAC2 antagonist 5% and TDP-43 yeast inh 15%.
`Cc1ccc(NC(=O)CCS(=O)(=O)c2cccc3nonc23)c(Br)c1` gave Abeta rescue -9%, DRD3 antagonist -22, EPAC2 ag -3%, FUS suppressor -11%, D3 ag -6, aSyn yeast inh 3%, EPAC2 antagonist 4% and TDP-43 yeast inh -5%.
Screening COc1cc(NC(=O)c2ccccc2)c(OC)cc1NC(=O)Cc1ccc(F)cc1 returned Abeta rescue 10%, DRD3 antagonist 21, EPAC2 ag 6%, FUS suppressor 5%, D3 ag 0, aSyn yeast inh 1%, EPAC2 antagonist -4% and TDP-43 yeast inh -14%.
CC(=O)c1nc2ccccc2n1Cc1ccccc1 was read as Abeta rescue 9%, DRD3 antagonist 14, EPAC2 ag 5%, FUS suppressor -29%, D3 ag 0, aSyn yeast inh 7%, EPAC2 antagonist inconclusive and TDP-43 yeast inh 11µM*.
Screening CCOc1ccccc1NC(=O)C1=C(C)Nc2ncnn2C1c1sccc1C (stereo not given) returned Abeta rescue -4%, FUS suppressor -5%, D3 ag 2, aSyn yeast inh 0% and TDP-43 yeast inh 15%.
Screening Cc1cc([N+](=O)[O-])cc(C)c1OCC(=O)N/N=C/c1ccc(OC(=O)c2ccccc2)cc1 returned Abeta rescue -9%, DRD3 antagonist 0, EPAC2 ag -3%, D3 ag 5, aSyn yeast inh 7%, EPAC2 antagonist -2% and TDP-43 yeast inh -6%.
Screening Cc1ccc(S(=O)(=O)Nc2ccncc2)c(C)c1 returned Abeta rescue -15%, DRD3 antagonist -21, EPAC2 ag 12%, FUS suppressor 24%, D3 ag 6, aSyn yeast inh -6%, EPAC2 antagonist 2% and TDP-43 yeast inh -4%.
Screening Cc1nc2sc(C(c3ccccc3)N3CCOCC3)c(O)n2n1 (stereo not given) returned Abeta rescue 8%, DRD3 antagonist 10, EPAC2 ag 4%, FUS suppressor -7%, D3 ag -7, aSyn yeast inh 2%, EPAC2 antagonist -5% and TDP-43 yeast inh -18%.
Screening O=C(N/N=C/c1ccccn1)c1cc(-c2cccc3ccccc23)n[nH]1 returned Abeta rescue 8%, DRD3 antagonist -7, EPAC2 ag 17%, FUS suppressor 36%, D3 ag 1, aSyn yeast inh 0%, EPAC2 antagonist -14% and TDP-43 yeast inh 23%.
Cc1ccc(NC(=O)CC(C)S(=O)(=O)c2ccc3c(c2)NC(=O)CO3)c(C)c1 (stereo not given) was read as Abeta rescue -10%, FUS suppressor -21%, D3 ag 0 and TDP-43 yeast inh 12%.
For COC(=O)CCC(=O)Nc1cccc(C(=O)Nc2cccc(Cl)c2)c1 the results were Abeta rescue 10%, DRD3 antagonist 13, EPAC2 ag 7%, FUS suppressor 14%, D3 ag 0, aSyn yeast inh -1%, EPAC2 antagonist 0% and TDP-43 yeast inh 14%.
CCc1ccc(CN2CCC(n3nccc3NC(=O)c3ccccc3Cl)CC2)cc1 was read as Abeta rescue -1%, DRD3 antagonist -5, EPAC2 ag -1%, FUS suppressor 16%, D3 ag -6, aSyn yeast inh -7%, EPAC2 antagonist 3% and TDP-43 yeast inh -1%.
For CS(=O)(=O)Nc1cccc(C2=NN(C(=O)c3ccco3)C(c3ccco3)C2)c1 (stereo not given) the results were Abeta rescue 11%, DRD3 antagonist 5, EPAC2 ag -1%, FUS suppressor -1%, D3 ag 2, aSyn yeast inh -6%, EPAC2 antagonist -1% and TDP-43 yeast inh 16%.
Cc1ccc(S(=O)(=O)CC(=O)N2CCN(c3ccccc3F)CC2)cc1 was read as Abeta rescue 23%, DRD3 antagonist -30, EPAC2 ag 0%, FUS suppressor 15%, D3 ag -4, aSyn yeast inh 16%, EPAC2 antagonist -15% and TDP-43 yeast inh 7%.
`Cc1csc(SCC(=O)Nc2sc3c(c2C#N)CCC3)n1` gave Abeta rescue -18%, DRD3 antagonist 0, EPAC2 ag 14%, FUS suppressor 25%, D3 ag -10, aSyn yeast inh 1%, EPAC2 antagonist -3% and TDP-43 yeast inh 13%.
O=[N+]([O-])c1nn(-c2ccc3c(c2)OCCO3)n(O)c1=NC1CCCCCC1 was read as Abeta rescue 17%, DRD3 antagonist -6, EPAC2 ag 14%, FUS suppressor 24%, D3 ag 20, aSyn yeast inh 3%, EPAC2 antagonist -4% and TDP-43 yeast inh 16µM*.
`Cc1ccc(C(=O)NC(C)c2ccc(C)c(C)c2)s1` (stereo not given) gave Abeta rescue 26%, DRD3 antagonist 2, EPAC2 ag 19%, FUS suppressor 13%, D3 ag 1, aSyn yeast inh -9%, EPAC2 antagonist 6% and TDP-43 yeast inh -11%.
`COc1cc(C)cc(C(=O)O)c1C1=C(O)c2cccc(O)c2C(=O)C1=O` gave Abeta rescue -14%, DRD3 antagonist inconclusive, EPAC2 ag 0%, FUS suppressor 13%, D3 ag -8, aSyn yeast inh 3%, EPAC2 antagonist 18% and TDP-43 yeast inh inconclusive.
For COc1cc(OC)cc(C(=O)OCc2ccc([N+](=O)[O-])cc2)c1 the results were Abeta rescue -9%, DRD3 antagonist 0, EPAC2 ag -2%, FUS suppressor 11%, D3 ag -4, aSyn yeast inh -3%, EPAC2 antagonist 3% and TDP-43 yeast inh -17%.
COc1ccc(OC)c(S(=O)(=O)Nc2ccc3c(c2)C(=O)OC3)c1 was read as Abeta rescue -20%, DRD3 antagonist 42, EPAC2 ag 9%, FUS suppressor -4%, D3 ag 3, aSyn yeast inh 15%, EPAC2 antagonist 5% and TDP-43 yeast inh -9%.
For O=C(C[C@H]1C[C@H](C(=O)N2CCCCC2)[C@@]2(CCc3ccccc3)c3[nH]c4cc(-c5ccco5)ccc4c3CCN2C1=O)NCCC1=CCCCC1 the results were Abeta rescue -2%, DRD3 antagonist -22, EPAC2 ag 1%, FUS suppressor 43%, D3 ag -12, aSyn yeast inh 0%, EPAC2 antagonist 9% and TDP-43 yeast inh inconclusive.
C=CC(=O)NC(C)(C)Cc1ccccc1 was read as Abeta rescue 0%, DRD3 antagonist inconclusive, EPAC2 ag -2%, FUS suppressor 41%, D3 ag 4, aSyn yeast inh -6%, EPAC2 antagonist -12% and TDP-43 yeast inh -21%.
For COC(=O)c1[nH]c2ccccc2c1NC(=O)CN1CCN(C(=O)c2ccco2)CC1 the results were Abeta rescue -6%, DRD3 antagonist -52*, EPAC2 ag -12%, FUS suppressor 8%, D3 ag 31*, aSyn yeast inh -4%, EPAC2 antagonist 5% and TDP-43 yeast inh 2%.
For COc1cc(C(Nc2ccc(S(=O)(=O)NCC3CCCO3)cc2)C(=O)NC(C)(C)C)cc(OC)c1OC (stereo not given) the results were Abeta rescue -2%, DRD3 antagonist -25, EPAC2 ag -1%, FUS suppressor -2%, D3 ag 8, aSyn yeast inh -1%, EPAC2 antagonist -2% and TDP-43 yeast inh 6%.
O=C(c1ccccc1)C1CC1c1ccccc1 (stereo not given) was read as Abeta rescue -77%[inhibitor], DRD3 antagonist -7, EPAC2 ag 18%, FUS suppressor -25%, D3 ag -11, aSyn yeast inh inconclusive, EPAC2 antagonist -24% and TDP-43 yeast inh inconclusive.
